Screens as filed in PubChem BioAssay.
TNF necrop inh = inhibitors of TNF-alpha triggered necroptosis, primary screen, cell-based, Jurkat FADD-/-, single concentration; Jurkat FADD-/- TNF necroptosis rescue, ATP luminescence, 24 h; 0 = TNF only, 100 = no-TNF cells; activation (protection from cell death), % at 10 µM; 220,000 compounds, 0.068% hits; AID 463075, 2010;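 active means activation, meaning protection from cell death, of at least 50% relative to plate controls; inactive means activation below 50%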;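 further: necroptosis triggered by 40 ng/mL TNF-alpha added together with compound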
CHOP inhibitor = inhibitors of CHOP promoter induction, primary screen, cell-based, unfolded protein response, luciferase reporter. CHO-K1 CHOP-promoter luciferase, tunicamycin-induced, 15-18 h. inhibition, % at 10 µM. 220,000 compounds, 3.8% hits. AID 2732, 2010;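 active means compounds that reduced the stress-induced luciferase reporter signal by more than about 70% of percent inhibition, limit read from the data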;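 further: 0% = tunicamycin plus vehicle and 100% = wells without tunicamycin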
PPC-1+TRAIL kill = compounds killing PPC-1 cancer cells with TRAIL present, primary screen, TRAIL potentiator project, ATPLite luminescence, uHTS. PPC-1 cells + TRAIL, ATPLite viability luminescence. cell killing (% activity), % at 4 µM. 220,000 compounds, 0.41% hits;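 active means cell killing above 50% in the first pass at 4 µM, then a duplicate retest at 5 µM averaging 50% or more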;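 further: plate controls were cells with TRAIL plus DMSO for no effect and medium-only wells lacking cells for full effect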
* marks the source's active call; other numbers are inactive results; · = no result given; & = joins results of further samples; [ ] = remark or other dose. An excerpt; the hit share may differ from the screen's.

SMILES	TNF necrop inh	CHOP inhibitor	PPC-1+TRAIL kill
COc1ccccc1NC(=O)C(C)Sc1nnnn1C (stereo unspecified)	·	20	10
CN(C)C(=O)CSc1nnc([C@H](Cc2c[nH]c3ccccc23)NC(=O)OC(C)(C)C)o1	·	6	-8
CSCCC1NC(=O)NC1=O (stereo unspecified)	·	-26	18
COc1ccc(CN2C(=O)NC3(CCCCCC3)C2=O)cc1F	·	15	2
O=C(CN(C(=O)CNS(=O)(=O)c1ccccc1)C1CCCC1)NCc1ccco1	·	0	-4
Cc1ccc(S(=O)(=O)N2CCCCC2)cc1C(=O)Nc1ncn[nH]1	·	30	-3
COCc1[nH]nc2c1C(c1ccc(F)cc1F)C(C#N)=C(N)O2 (stereo unspecified)	·	5	5
CCC(=O)N1CCCc2cc(S(=O)(=O)N3CCN(C4CCCCC4)CC3)ccc21	·	-3	14
COCc1cc(=O)n2c(-c3ccc(C)cc3)n[nH]c2n1	·	16	19
CCCN(CCC)S(=O)(=O)c1cc(Br)cc2c1N(C(=O)CC)CC2	·	19	-7
Oc1ccccc1C1=Nc2ncnn2C(c2ccc(F)cc2)C1 (stereo unspecified)	·	-20	1
CCOc1ncccc1C(=O)Nc1ccccc1C(=O)NCc1ccc2c(c1)OCO2	·	6	3
O=S(=O)(c1cccc2ccccc12)N1CCSC1	·	19	24
COC(=O)c1cc(=O)c2ccc(OC)cc2o1	·	28	14
COc1ccc(N2C3=[N+](CCCC3)CC2(C)O)cc1 (stereo unspecified)	·	29	-3
COc1ccc(NC(=O)C2CCN(c3nc(C)nc4c3CCC4)CC2)cc1	·	22	5
Cc1ccc(C2C3=C(CC(C)(C)CC3=O)Nc3[nH]c(=S)[nH]c(=O)c32)cc1 (stereo unspecified)	·	-5	12
Cc1nc2c(C(=O)O)cnn2c(C)c1Cc1ccccc1F	·	-10	22
Nc1cc(N)nc(SCC(=O)Nc2ccc(Br)cc2Cl)n1	·	10	15
O=C(CC(Nc1ccccc1)C(=O)O)c1ccccc1 (stereo unspecified)	·	18	19
COc1cc2nc(C3CCC3)n(NC(=O)C3CCCC(OC)C3)c(=O)c2cc1OC (stereo unspecified)	·	33	16
CC(=O)Nc1nnc(SCC(=O)NCC2CCCO2)s1 (stereo unspecified)	·	2	6
CCC/C(O)=C1\C(=O)CC(C)(C)CC1=Nc1ccccc1OC	·	18	4
Cc1nn(Cc2ccccc2)c2c1C(c1ccncc1)C(C#N)=C(N)O2 (stereo unspecified)	·	-16	15
CCOC(=O)C1CCCN(CC(=O)NC2CC2)C1 (stereo unspecified)	·	-12	-24
N#Cc1c(-c2ccco2)c2c([nH]c1=S)CCCC2	·	-2	9
CC(=O)N1c2ccccc2N(Cc2ccc(C)cc2C)C(=O)C1(C)C	-7.1	·	12
C=C(C)Cn1c(N2CC(C)CC(C)C2)nc2c1c(=O)[nH]c(=O)n2C (stereo unspecified)	-6.9	46	12
COC(=O)[C@@H]1C[C@@]2(O)[C@H](O)[C@H](O)[C@H](O)C[C@H]2N1CC(c1ccccc1)c1ccccc1	3.0	-9	9
COc1cc(OC)c2ccc(=O)oc2c1C(CC(=O)N1CCCC(C)C1)c1ccc2c(c1)OCO2 (stereo unspecified)	-0.6	28	-1

Sorted by molecular weight (smallest number first): part of the list above
SMILES	TNF necrop inh	CHOP inhibitor	PPC-1+TRAIL kill
N#Cc1c(-c2ccco2)c2c([nH]c1=S)CCCC2	·	-2	9
CCC/C(O)=C1\C(=O)CC(C)(C)CC1=Nc1ccccc1OC	·	18	4
COC(=O)[C@@H]1C[C@@]2(O)[C@H](O)[C@H](O)[C@H](O)C[C@H]2N1CC(c1ccccc1)c1ccccc1	3.0	-9	9

The list goes on.
SMILES	TNF necrop inh	CHOP inhibitor	PPC-1+TRAIL kill
CC1(C)CC[C@]2(C(=O)O)CC[C@]3(C)C(=CC[C@@H]4[C@@]5(C)CC[C@H](O)C(C)(C)[C@@H]5CC[C@]43C)[C@@H]2C1	0.0	-30	-9
CC(NC(=O)C1CCCCC1)C(c1cccs1)N1CCN(C)CC1 (stereo unspecified)	0.3	0	-18
O=C(O)C1=C[C@@H](c2ccc(F)cc2)C[C@@H](OCCCCO)O1	-0.8	2	16
COC(C[C@@H]1O[C@@H]1C(=O)COCc1ccccc1)OC	-1.6	16	-2
O=C(Nc1ccc(-c2csc(Nc3ccccc3)n2)cc1)c1cccc(C(F)(F)F)c1	6.4	91*	1
C=C1CCN(C(Cc2ccccc2)C(=O)OC)S(=O)(=O)c2ccc(F)cc21 (stereo unspecified)	0.9	7	8
CC1(c2nnc(-c3ccccc3)o2)CC(c2cccc(Cl)c2)=NO1 (stereo unspecified)	1.0	27	1
COC(=O)CCC(=O)OC1(C)C(=O)C=C2C=C(C3CC3)N(CC(C)C)C=C2C1=O (stereo unspecified)	0.7	7	15
O=C(NCc1nc2ccccc2[nH]1)C1=C[C@@H](c2csc3ccccc23)C[C@@H](OCCCCO)O1	2.2	30	-24
N#Cc1ccc(C23CC4(C2)[C@H](CN(Cc2ccc(C(F)(F)F)cc2)[C@@H]4c2ccccc2)C3c2ccc(Cl)nc2)cc1 (stereo partly specified)	4.6	7	-8
O=C(Nc1ccc(O)c2c(=O)cc(-c3ccccc3Cl)oc12)c1cccs1	2.3	8	-2
COC/C=C/C1=CC2=CC(=O)C(C)(OC(=O)c3cnc4ccccc4n3)C(=O)C2=CN1CCCOC(C)C (stereo unspecified)	-2.9	12	12
Cc1cccc(-c2cc(=O)c(C(=O)O)cn2-c2ccc(F)cc2F)c1	-0.1	25	0
O=C1CCN(S(=O)(=O)c2ccccc2)CCN1CCOCc1ccc(C(F)(F)F)cc1	-2.0	-7	14
O=C(Cn1cc2c(n1)CCCCC2)NCc1ccccn1	0.6	-15	18
NC(=O)CC(NC(=O)c1ccccc1)c1ccc(N2CCC(Br)CC2)c([N+](=O)[O-])c1 (stereo unspecified)	1.8	7	4
Cc1ccc(SC[C@H](CC(C)C)N2CCN(C)CCC2=O)cc1	0.1	-20	1
CCN1CCN(Cc2ccc(NC(=O)c3ccc(C)c(NC(=O)C(=O)c4c[nH]c5ccccc45)c3)cc2C(F)(F)F)CC1	-26	92*	-2
CC(C)[C@H](CO)N(Cc1cccc(F)c1)c1nc(Nc2cccc(Cl)c2)c2ncn(C(C)C)c2n1	2.5	10	12
CC(O)[C@H]1CNC(=O)C(=O)N1CCc1cccc(F)c1 (stereo partly specified)	1.0	-9	8
O=C1NC[C@@H](Cc2ccc(O)cc2)N(CCc2cccc3ccccc23)C1=O	1.5	-1	9
NC1=NC[C@@H](Cc2ccc(O)cc2)N1CCc1cccc(F)c1	0.9	2	8
Clc1ccc(C2[C@H]3CN(Cc4cccnc4)[C@H](c4ccccc4)C34CC2(c2cccnc2)C4)cn1 (stereo partly specified)	-4.4	12	11
CCCCC1=CC2=CC(=O)C(C)(OC(=O)CC)C(=O)C2=CN1CCCOC(C)C (stereo unspecified)	1.8	-12	7
COc1cccc(C(=O)Nc2cc(=O)n(C)c(=O)n2C)c1	-0.8	-6	6
CC1(OC(=O)C2CCCC2)C(=O)C=C2C=C(c3ccsc3)N(C3CCCC3)C=C2C1=O (stereo unspecified)	-3.8	-17	10
CCOC(=O)/C=C/CN(C(=O)OC(C)(C)C)S(=O)(=O)N1CC=CC1	1.4	0	-1
Cc1ccc(C(=O)N2CCC3(CC2)Oc2ccc(F)cc2C(=O)C32CC(c3ccc(Cl)cc3)=NO2)s1 (stereo unspecified)	3.8	-14	4
CN1C[C@@H]2C(c3ccccc3)C3(c4ccccc4)CC2(C3)[C@H]1c1ccccc1 (stereo partly specified)	-1.6	41	16
COc1ccc(-c2c(C)nn3c(N4CCC(C(=O)N5CCCCC5)CC4)cc(C)nc23)cc1OC	2.7	-21	-8
COc1ccc(C2/C=C\CN(C(=O)C3CC3)CC(=O)N2Cc2ccc(F)cc2)cc1 (stereo unspecified)	1.6	9	19
CC(C)CN1C=C2C(=O)C(C)(OC(=O)C3CCCC3)C(=O)C=C2C=C1c1ccsc1 (stereo unspecified)	-1.3	5	7
COc1cc(O)c(C(CC(=O)N2CCCCC2)c2cc(OC)c(OC)c(OC)c2)c(OC)c1 (stereo unspecified)	1.6	1	15
CCCCCCC(=O)N1C/C=C\C(c2ccc(OC)cc2)N(Cc2ccc(F)cc2)C(=O)C1 (stereo unspecified)	0.1	58	9
CC(C)C(=O)N1CCC2(CC1)Oc1ccc(F)cc1C(=O)C21CC(c2ccccc2)=NO1 (stereo unspecified)	0.5	20	4
Cc1cc(-c2cc(-c3ccc(Cl)cc3)on2)nc(NC2CCCC2)n1	1.5	-1	16
Oc1ccc(C[C@@H]2CNC(=S)N2CCc2cc(C(F)(F)F)cc(C(F)(F)F)c2)cc1	-0.8	80*	20
CC(C)[C@@H](CO)NC(=O)c1ccc2c3n(nc2c1)-c1ccccc1CO3	-9.3	-18	71*[5 µM]
CCOC(=O)N1CCN(C(=O)c2cc(C)no2)CC1	0.1	-22	19
COC(=O)[C@@H]1C[C@H]2CC[C@H](O)C[C@H]2N1Cc1ccc(-c2ccccc2)cc1	-0.8	16	16
CC(O)CSc1nc2c(c(=O)n(C)c(=O)n2C)n1CCCc1ccccc1 (stereo unspecified)	0.0	-15	1
NC(=O)[C@H]1CC2(CC(c3cccc(NC(=O)COc4ccc(Cl)cc4)c3)=NO2)CN1C(=O)C(c1ccccc1)c1ccccc1 (stereo partly specified)	-15	11	4
Cc1cc(-c2cc(C(=O)NCc3ccccc3)on2)nc(NC2CCCC2)n1	4.1	10	6
O=C(c1cc2ccccn2n1)N1CCN(Cc2ccccc2)CC1	1.2	-1	26
CCN1CCN(Cc2ccc(NC(=O)c3cc(NC(=O)c4ccc5n[nH]nc5c4)cc(OC)c3)cc2C(F)(F)F)CC1	2.5	-2	10
COc1ccc([C@@H]2C[C@@H](c3ccccc3)Oc3cc(OC)cc(OC)c32)cc1	0.3	-3	17
CCCCCn1c(SCc2cccc(C)c2)nc2c1c(=O)[nH]c(=O)n2C	-2.9	92*	-21
COc1cc(O)c(C(CC(=O)N2CCCC2)c2ccc3c(c2)OCO3)c(OC)c1 (stereo unspecified)	-0.4	25	10
O=c1ccn(Cc2ccccc2)cc1	-0.2	3	10
COC(=O)C1=C(C(=O)OC)[C@@H]2N(C)c3ccccc3[C@@]23C[C@@H](CO)N(C(=O)NCCBr)C3=N1	-0.9	-4	3

The results go on.
SMILES	TNF necrop inh	CHOP inhibitor	PPC-1+TRAIL kill
O=C1C=C(O)c2c(O)cccc2C1=O	-5.3	11	-4
C[C@@]12CCC=C[C@H]1[C@H](c1ccc(F)c(/C=C/c3ccccc3)c1)N(Cc1ccccc1)C2=O	2.5	5	10
Cc1cc2cc(CNC(=O)c3ccco3)ccc2n1C	3.1	10	-4
CC1(OC(=O)C2CCCC2)C(=O)C=C2C=C(c3ccsc3)N(CCN3CCOCC3)C=C2C1=O (stereo unspecified)	1.1	-12	8
CC(C)n1cnc2c(N(C)c3cccc(Cl)c3)nc(N(CCO)CCO)nc21	3.3	-6	-8
CC(C)C[C@H](NC(=O)c1nc[nH]c1C(=O)N1CCN(c2ccccc2)CC1)C(=O)OC(C)(C)C	4.4	31	-3
COC(=O)CCC(=O)OC1(C)C(=O)C=C2C=C(C3CC3)N(CCc3ccccn3)C=C2C1=O (stereo unspecified)	4.4	16	-13
COC(C[C@@H](O)CC(=O)[C@H](C)OCc1ccccc1)OC	0.5	7	4
COC(=O)C1=C(C(=O)OC)[C@@H]2N(C)c3ccc(OC)cc3[C@@]23C[C@@H](C(=O)OC)N(C(=O)C2CCC2)C3=N1	-1.8	-7	0
Nn1nnc2ccccc21	0.8	18&-10	7
CCC(=O)Nc1cccc(C2=NOC3(C2)C[C@@H](C(N)=O)N(C(=O)c2ccc(OC)cc2)C3)c1 (stereo partly specified)	2.5	-18	26

Given comma-delimited: part of the list above.
Molecule,TNF necrop inh,CHOP inhibitor,PPC-1+TRAIL kill
CCCCCn1c(SCc2cccc(C)c2)nc2c1c(=O)[nH]c(=O)n2C,-2.9,92*,-21
COc1cc(O)c(C(CC(=O)N2CCCC2)c2ccc3c(c2)OCO3)c(OC)c1 (stereo unspecified),-0.4,25,10
O=c1ccn(Cc2ccccc2)cc1,-0.2,3,10
COC(=O)C1=C(C(=O)OC)[C@@H]2N(C)c3ccccc3[C@@]23C[C@@H](CO)N(C(=O)NCCBr)C3=N1,-0.9,-4,3
O=C1C=C(O)c2c(O)cccc2C1=O,-5.3,11,-4
C[C@@]12CCC=C[C@H]1[C@H](c1ccc(F)c(/C=C/c3ccccc3)c1)N(Cc1ccccc1)C2=O,2.5,5,10
Cc1cc2cc(CNC(=O)c3ccco3)ccc2n1C,3.1,10,-4
CC1(OC(=O)C2CCCC2)C(=O)C=C2C=C(c3ccsc3)N(CCN3CCOCC3)C=C2C1=O (stereo unspecified),1.1,-12,8
CC(C)n1cnc2c(N(C)c3cccc(Cl)c3)nc(N(CCO)CCO)nc21,3.3,-6,-8
CC(C)C[C@H](NC(=O)c1nc[nH]c1C(=O)N1CCN(c2ccccc2)CC1)C(=O)OC(C)(C)C,4.4,31,-3
COC(=O)CCC(=O)OC1(C)C(=O)C=C2C=C(C3CC3)N(CCc3ccccn3)C=C2C1=O (stereo unspecified),4.4,16,-13
COC(C[C@@H](O)CC(=O)[C@H](C)OCc1ccccc1)OC,0.5,7,4
